Screening data deposited in PubChem by several laboratories.
Arr AP2 block = inhibitors of human beta-arrestin and AP2 interaction. 0.31% of 340,000 active. inhibition, % at 10 µM. AID 504490. FITC-arrestin peptide / GST-AP2 beads, flow cytometry; AP2 beta2 appendage carries R879A mutation;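 active = inhibition above a set limit, near 3 SD of compounds lacking own fluorescence, cut at about 54% in these data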;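 also: plate controls were DMSO wells for no effect and 5 µM unlabelled arrestin peptide for full effect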
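System: GST-tagged AP2 beta2-adaptin appendage (R879A) on 4 µm glutathione beads / Reagent: FITC-arrestin peptide, 50 nM / Detection: HyperCyt-sampled flow cytometry, FL1 channel, ex 488/em 535 nm / Timing: 12 min plus 1 h, RT / Buffer or medium: PBS plus Tween 20 (0.05%) and BSA (0.1%)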
PKA-R1A act = activators of PKA-R1A complex | PKA-R1A dissociation, Cy5-IP20 fluorescence polarization; scaled: DMSO 0%, 113 µM cGMP 100% | AID 504707 | 0.083% of 340,000 active | P00514+P68181 | activation, % at 11.4 µM;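 active = percent activation above the mean of all tested compounds plus 3 SD, cut at about 19% in these data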;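 also: higher means more PKAc released from R1A so a rise in polarization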
Pemphigus Ab inh = blocks pemphigus antibody binding to human desmoglein-3; P32926; DSG3-coupled beads, scFv-anti-DSG3-GFP binding, flow cytometry; active compounds read low; binding (percent of control), % at 10 µM; 0.48% of 310,000 active;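 active = binding more than 3 SD below its plate's average and above zero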;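 also: hits lower antibody fragment binding to DSG3; some compounds called inactive have numbers as strong as hits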
MOR-DOR ag = agonists of human mu-delta opioid receptor heterodimerization. P35372+P41143. cells, OPRM1-OPRD1 heterodimerization, luminescence. activation, % at 9.3 µM. 0.3% of 340,000 active. AID 504326; in the data active = activation above about 18%;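 also: 0% = vehicle-treated cells and 100% = reference agonist; values of inactives mirror those of a sister screen read the other way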
HTR5A ag ctr = activates human HTR5A in OPRM1-OPRD1 agonist counter-screen | 0.61% of 340,000 active | AID 504692 | HTR5A agonist assay, luminescence, cell-based | P47898 | activation, % at 9.3 µM; in the data active = activation mostly above about 9.5%, no sharp cut-off; inactive = mostly below about 7.6%;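 also: 0% = cells with vehicle only and 100% = reference agonist; strong numbers were not always called active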
Target sequence (P47898 whole entry, looked up): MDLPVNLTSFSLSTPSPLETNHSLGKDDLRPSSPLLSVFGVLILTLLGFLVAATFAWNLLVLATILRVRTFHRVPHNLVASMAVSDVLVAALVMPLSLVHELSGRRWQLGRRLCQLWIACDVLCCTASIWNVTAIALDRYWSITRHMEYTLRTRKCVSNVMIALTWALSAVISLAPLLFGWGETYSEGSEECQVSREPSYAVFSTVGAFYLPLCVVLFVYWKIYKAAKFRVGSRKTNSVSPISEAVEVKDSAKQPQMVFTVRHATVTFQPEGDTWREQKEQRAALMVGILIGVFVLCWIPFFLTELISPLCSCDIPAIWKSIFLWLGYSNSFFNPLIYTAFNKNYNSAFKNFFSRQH
DAGLB inhibitor = blocks human DAGLB lipase activity; Q8NCG7; HEK293T DAGLB membrane lysate, EnzChek fluorogenic substrate; inhibition, % at 5.17 µM; 0.059% of 340,000 active; AID 504411; in the data active = inhibition above about 34%;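 also: 0% = enzyme with vehicle and 100% = wells lacking enzyme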
PKA-R2B activ = activators of human PKA-R2B complex. PKA-R2B holoenzyme dissociation, Cy5-IP20 fluorescence polarization; R2B truncated from residue 108, S112A mutant; 0% DMSO only, 100% 113 µM cGMP. 0.079% of 340,000 active. P22694+P31323. activation, % at 11.4 µM;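 active = activation above a cutoff set at the mean over all compounds plus 3 SD, cut at about 18% in these data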;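 also: higher means more holoenzyme dissociation and a rise in polarization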
Target sequence (P31323 whole entry, looked up, other chains not shown, the tested form may be a part): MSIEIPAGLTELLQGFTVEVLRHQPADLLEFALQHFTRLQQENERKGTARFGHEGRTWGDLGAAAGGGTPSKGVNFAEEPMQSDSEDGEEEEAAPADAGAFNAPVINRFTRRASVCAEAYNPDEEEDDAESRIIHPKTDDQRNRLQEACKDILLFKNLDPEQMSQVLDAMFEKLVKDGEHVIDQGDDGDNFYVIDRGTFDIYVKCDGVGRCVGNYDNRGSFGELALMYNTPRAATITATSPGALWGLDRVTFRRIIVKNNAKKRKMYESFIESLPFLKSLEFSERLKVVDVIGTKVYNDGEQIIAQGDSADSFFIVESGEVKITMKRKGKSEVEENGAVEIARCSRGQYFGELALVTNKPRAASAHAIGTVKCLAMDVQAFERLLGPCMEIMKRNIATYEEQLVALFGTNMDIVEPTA
HTR5A inv ctr = counter-screen for OPRM1-OPRD1 inverse agonists: human HTR5A inverse agonism. 0.083% of 340,000 active. HTR5A cell line, luminescence. P47898. inhibition, % at 9.3 µM; in the data active = inhibition mostly above about 23%, no sharp cut-off; inactive = mostly below about 18%;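 also: 0% = cells with DMSO and 100% = no-cell wells with DMSO; some compounds called inactive have numbers as strong as hits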
OPRM1-OPRD1 inv = mu-delta opioid heterodimer inverse agonism; AID 504357; cell-based MOR-DOR heterodimer luminescence; 0.21% of 340,000 active; inhibition, % at 9.3 µM; in the data active = inhibition above about 22%, passing the limit was not always enough;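 also: 0% = cells with DMSO and 100% = wells without cells with DMSO; values of inactives mirror those of a sister screen read the other way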
V-ATPase pHluor = regulators of yeast V-ATPase proton transport. response, % at 10 µM. 0.37% of 350,000 active. S. cerevisiae, pHLuorin cytosolic pH fluorescence; in the data active = response mostly above about 7.3%, no sharp cut-off; inactive = mostly below about 5.4%; also: actives read high; inactives centre near 0; some compounds called inactive have numbers as strong as hits; reference of the scale not given here
An asterisk follows results filed as active; . = not tested or not shown.

Values in the order – Arr AP2 block, PKA-R1A act, Pemphigus Ab inh, MOR-DOR ag, HTR5A ag ctr, DAGLB inhibitor, PKA-R2B activ, HTR5A inv ctr, OPRM1-OPRD1 inv, V-ATPase pHluor
COc1ccc2c(C)cc(SCC(=O)Nc3nsc(-c4ccc(C)cc4)n3)nc2c1
  18, -4, 110, -2.0, -1, -1, 7, 4, 10, 5
Cc1cc(C)c2cc(C=O)c(Cl)nc2c1
  3, -7, 113, -0.3, -1, 0, -3, 2, 2, -2
CS(=O)(=O)N(CC(=O)Nc1ccc2c(c1)OCO2)c1ccccc1
  8, -5, 103, 1.6, -3, 0, 12, -12, -9, 3
COc1cc(CNC2CCCC2)c(Br)cc1OC1CCCC1
  43, -8, 96, 2.9, 2, 0, 2, -5, -15, -3
NCCOc1ccccc1-c1ccccc1
  -3, -4, 117, -3.3, 3, 0, -13, -16, 14, 0
Cc1nnc(-c2cnn(-c3ccccc3)c2N)n1Cc1cccc(C(F)(F)F)c1
  -1, 1, ., 1.0, 6, 2, 1, -17, -5, 0
Cc1ccc(NC(=O)N/C=C/c2ccco2)cc1
  10, -4, 101, -1.9, -3, 4, -14, 7, 9, 2
O=C(NC1CCCCCC1)c1c(F)c(F)c(F)c(F)c1F
  24, 5, 87, 1.2, 4, -2, -5, -11, -7, -5
O=C1C2C3C=CC(CC3)C2C(=O)N1c1ccc2c(c1)OCO2 (configuration not stated)
  -14, -4, 92, -2.9, 10, 1, -4, -28, 16, 4
CCOC(=O)C1=C(C)NC(=S)NC1c1ccc(OCC(=O)N2CCCCCC2)c(OC)c1 (configuration not stated)
  -20, 1, 95, -1.7, 12, -3, 0, -35, 11, -1
CCOc1ccc(C2C(C(=O)Nc3ccc(F)cc3)=C(C)Nc3nc(CCCO)nn32)cc1 (configuration not stated)
  12, 8, 110, -2.4, 4, -1, 4, -10, 12, 2
COc1cccc(NC(=O)CN(C)C(=O)c2cc(CN3C(=O)c4ccccc4C3=O)ccc2OC)c1
  -4, -4, 106, -2.3, 1, 4, 2, 11, 9, -2
O=S(=O)(Nc1nc2ccccc2nc1N1CCN(c2ccccc2F)CC1)c1ccc(Cl)cc1
  9, -5, 111, -1.4, 2, 1, -1, -1, 7, 2
O=C(c1ccco1)N1CCN(c2cc(=O)n(C3CCCCC3)c(=O)[nH]2)CC1
  6, -6, 100, -2.9, -5, 0, -12, 13, 14, -3
C=CCn1c(NCc2ccc(N(C)C)cc2)nc2ccccc21
  12, -2, 98, -1.6, 4, 3, -13, -16, 9, -7
O=c1[nH]c2cc3c(cc2cc1CN(Cc1nnnn1C1CCCC1)C1CCCC1)OCCO3
  35, -5, 102, 1.7, -1, 2, -8, 22, -9, -3
CCC(C)(C)NC(=O)CN(C(=O)c1csnn1)c1cccc2c1CCCC2
  37, -3, 101, -2.4, -4, 1, -7, 12, 12, 1
Cc1csc(NC(=O)c2cccnc2Cl)n1
  1, 2, ., -1.6, 2, 0, 12, -4, 8, -1
COc1ccc(NS(=O)(=O)c2ccc(NC(=O)c3ccc(CN4CCOCC4)cc3)cc2)cc1
  1, -9, 94, 3.4, -1, -1, -5, -8, -16, -1
Cc1ccc(CNc2ncnc3c2cnn3C2CCCCO2)cc1 (configuration not stated)
  15, -6, 95, -5.0, 6, -4, -16, -22, 22, -2

The list goes on.
Values in the order – Arr AP2 block, PKA-R1A act, Pemphigus Ab inh, MOR-DOR ag, HTR5A ag ctr, DAGLB inhibitor, PKA-R2B activ, HTR5A inv ctr, OPRM1-OPRD1 inv, V-ATPase pHluor
CCOC(=O)CN1C(=O)C(C)(C)Oc2ccc(C(=O)NC(C)(C)CC)cc21
  20, 6, 97, -1.4, 3, 0, -14, -11, 7, 1
O=C(NNc1nccc(C(F)(F)F)n1)Nc1cccc(Cl)c1
  -5, -1, 111, -1.5, 6, -2, 0, -21, 7, 4
CCOc1ccc(Nc2nc(Nc3ccc(O)cc3)nc(C)c2[N+](=O)[O-])cc1
  4, -3, 74, 1.0, 3, 9, -1, -9, -5, 0
CCN1C(=O)[C@@H]2[C@@H](c3ccc(-c4ccc(C(C)=O)cc4)cc3)N3CCC[C@@]3(C(=O)OC)[C@@H]2C1=O
  -1, 3, 108, -0.8, 2, -1, -6, -10, 4, 9
COc1ccc(NC(=O)COC(=O)CCc2cc(OC)c(OC)c(OC)c2)c([N+](=O)[O-])c1
  -2, -9, 107, 1.5, 0, -2, 1, 17, -8, 0
O=C(NCCCCc1ccccc1)c1cccc(NC(=O)C2CCC2)c1
  3, 1, 103, -1.0, 5, -3, -2, -17, 5, -3
O=C(c1ccco1)N(c1ccccn1)c1ccccn1
  1, 3, 105, -1.4, 0, 0, -9, 0, 7, -1
COc1cc2[nH]c(Cl)c([N+](=O)[O-])c2cc1OC
  10, -12, 94, 5.8, 1, -3, -5, -2, -29, 3
CC(=O)Nc1ccc(S(=O)(=O)N2c3ccc(F)cc3CCC2C)cc1 (configuration not stated)
  12, -3, 116, -1.1, 4, -6, 10, -26, 6, 0
CN1C(=O)c2ccccc2C(C(=O)NCC2CCCO2)C1c1c[nH]c2ccccc12 (configuration not stated)
  -3, -9, ., -0.1, 4, 0, -2, -10, 0, -4
Cc1ccc(C)c(NC(=S)N(C)CCO)c1
  3, 5, 96, -2.5, 0, 0, 5, 1, 13, -1
c1ccc(N2CCN(c3nc4ccccc4n4cnnc34)CC2)cc1
  1, 2, 102, 2.4, -1, 1, -3, 4, -12, -1
Fc1ccc(-c2cc(C(F)(F)F)nc(NCC3CCCO3)n2)cc1 (configuration not stated)
  -6, 5, 104, 5.6, 1, -12, -15, -2, -32, 0
O=C1C(C2=NC(c3ccccn3)C3C(=O)N(c4ccc(OC(F)(F)F)cc4)C(=O)C23)=C(O)c2ccccc21 (configuration not stated)
  6, -8, ., -2.0, -3, 1, -1, -36, 10, -4
CCCc1n[nH]c(=O)c2c1nnn2Cc1ccccc1F
  -13, 4, 101, -3.2, -2, -2, 3, 9, 14, -3
CN(C(=O)C1CCCC1)C1CCS(=O)(=O)C1 (configuration not stated)
  28, -6, 111, -1.3, 2, 1, -3, 0, 8, -3
CCOc1ccc(NC(=S)NC(=O)c2ccco2)cc1
  -2, -1, 125, -3.5, 0, -3, -5, 0, 16, 0
COc1ccccc1C(=O)Nc1ccnn1C1CCN(C(=O)C(C)(C)C)CC1
  2, -6, 109, -2.9, -2, 3, -6, 0, 15, 1
C=CCc1cccc(CNc2ccc(S(=O)(=O)Nc3nccnc3OC)cc2)c1O
  28, 4, ., 0.6, -4, 1, -5, 9, -4, -2
CCn1nc(C(=O)N2CCN(Cc3ccc4c(c3)OCO4)CC2)c2ccccc2c1=O
  5, -5, ., -1.9, 1, -1, 1, -7, 10, -4

Next records:
Values in the order – Arr AP2 block, PKA-R1A act, Pemphigus Ab inh, MOR-DOR ag, HTR5A ag ctr, DAGLB inhibitor, PKA-R2B activ, HTR5A inv ctr, OPRM1-OPRD1 inv, V-ATPase pHluor
CC(=O)N1CCC(O)(c2ccc3c(c2)OCO3)CC1
  -1, -8, 93, -3.1, -4, 0, 5, 14, 15, 0
COc1ccc(NC(=O)CSc2nnc(-c3cccnc3)s2)cc1
  0, 4, 104, -0.3, -5, 0, -5, -11, 2, -1
COc1ccc2ccc(O)c(CN3CCN(S(=O)(=O)c4cc([N+](=O)[O-])ccc4C)CC3)c2c1
  3, -4, 104, -0.1, -2, 2, -13, 1, 0, 3
CC(=O)Nc1ccc(-n2nnnc2SCC(=O)NCc2cccs2)cc1
  7, 1, 97, -0.7, -2, 2, 2, -20, 4, 1
CCN(CC(=O)Nc1ccc(NC(C)=O)cc1)C(=O)C1CCCN(C(=O)c2ccc(Cl)cc2)C1 (configuration not stated)
  2, 2, 91, -2.2, 7, 0, 0, -17, 9, 4
CCCCN(C(=O)c1ccc([N+](=O)[O-])o1)c1c(N)n(CCCC)c(=O)[nH]c1=O
  -10, 3, 100, 4.5, 5, 2, -2, -17, -29, -2
COc1ccccc1CNC(=O)c1ccc(NC2=NC3CS(=O)(=O)CC3S2)cc1 (configuration not stated)
  -10, -3, 73, -2.3, 2, 0, 8, -7, 12, 0
CC(=O)OC1c2c(ccc3ccc(=O)oc23)OC(C)(C)C1OC(=O)CC(C)C (configuration not stated)
  6, -14, 91, 6.7, 1, -1, -5, 1, -35, 6
CC(C)N1CCN(C(=O)C2CCC(=O)N(CCc3cccc(F)c3)C2)CC1 (configuration not stated)
  18, -11, 101, -1.0, 0, 4, -5, -3, 5, 0
Cc1ccc(S(=O)(=O)c2nc(S(=O)(=O)c3ccc(C)cc3)c(NCc3ccco3)s2)cc1
  19, -15, 94, -0.8, 7, -5, -22, 5, 4, -3
CCOc1ncccc1C(=O)Nc1ccccc1N1CCOCC1
  2, -8, ., 0.1, 1, -1, -1, -4, -1, 2
COc1cc2c(cc1NC(=O)CCCN1C(=O)CCC1=O)oc1ccccc12
  8, 13, 104, 3.2, -1, 0, 8, 3, -13, -4
COCC(=O)Nc1sc2c(c1C(=O)OC)CCCC2
  -1, -12, ., 2.9, 3, -2, -1, 7, -15, 1
COC(=O)C1=NNC(C(=O)c2ccco2)C1c1ccc(OC)cc1 (configuration not stated)
  0, -6, 110, -2.4, 0, 1, 5, 11, 12, 0
CCCCn1c(N)c(S(=O)(=O)c2ccc(C)cc2)c2nc3ccccc3nc21
  3, -13, 81, 5.8, 2, 0, -2, -4, -38, -2
Cc1ccc(S(=O)(=O)c2nc(-c3ccccc3)oc2N2CCCC2)cc1
  6, 4, 104, -0.9, -5, -2, -6, 2, 4, -1
Cc1ccc(-n2sc3ccccc3c2=O)cc1S(=O)(=O)N1CCCCC1
  90*, 10, 12*, 6.3, -1, 11, 13, -2, -35, -3
N#Cc1ccc(CSc2nc(N)cc(=O)[nH]2)cc1
  -2, -8, 111, 0.3, 1, 0, -7, 3, -2, 0

No enrichment for hits; overall some 2.4% were active at least once.
